From PubChem BioAssay
S1P4 agonist: S1P4 receptor agonists, primary screen, cell-based | S1P4-expressing cell line, agonist reporter assay | activation, % at 4.98 µM | 0.35% of 220,000 active | AID 1509, 2009; in the data active = activation above about 11%;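 note: 0% = DMSO vehicle and 100% = reference agonist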
Target sequence (O95977 whole entry, looked up): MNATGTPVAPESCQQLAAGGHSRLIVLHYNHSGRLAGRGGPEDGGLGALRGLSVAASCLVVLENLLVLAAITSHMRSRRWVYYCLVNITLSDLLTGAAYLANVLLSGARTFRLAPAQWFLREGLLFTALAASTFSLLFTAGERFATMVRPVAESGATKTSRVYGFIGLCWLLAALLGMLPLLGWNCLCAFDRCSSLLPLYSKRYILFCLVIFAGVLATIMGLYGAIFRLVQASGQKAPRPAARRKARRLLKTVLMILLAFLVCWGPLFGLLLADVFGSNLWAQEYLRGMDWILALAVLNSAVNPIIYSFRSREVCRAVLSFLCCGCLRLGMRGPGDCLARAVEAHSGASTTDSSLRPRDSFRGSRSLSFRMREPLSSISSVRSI
NPY1 pot ag: NPY-Y1 receptor potentiators or agonists, primary screen, cell-based. activation, % at 3.6 µM. NPY-Y1 expressing cells, potentiator/agonist activation. Neuropeptide Y receptor type 1 (Homo sapiens), P25929. AID 1304, 2008. 0.37% of 220,000 active; in the data active = activation above about 33%, passing the limit was not always enough;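 note: cells stimulated with NPY at EC10 then isoproterenol at EC100; 0% = low agonist plus stimulus and 100% = saturating agonist plus stimulus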
NPY Y1 blocker: NPY-Y1 receptor antagonists, primary screen, cell-based | HEK293-CNG Y1 cells, membrane potential fluorescence; NPY at EC95, then isoproterenol | inhibition, % at 3.6 µM | 1% of 200,000 active | AID 1040, 2008;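 active = inhibition above the campaign mean inhibition of all tested compounds plus 3 SD, cut at about 20% in these data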;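 note: 0% = DMSO wells given NPY plus isoproterenol and 100% = isoproterenol alone without NPY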
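Assay system: HEK293 Y1/CNG channel cell line; Doses: single compound dose of 3.6 µM, 0.4% DMSO; Timing: dye 3 h, compound 60 min room temperature, stimulation 45 min; Technique: Membrane-potential fluorescent dye readout; Measure: % inhibition of NPY effect.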
p97 ATPase inh: inhibitors of human p97 ATPase, primary screen, biochemical. recombinant p97 ATPase, Kinase-Glo ATP luminescence, 3 h. inhibition, % at 8 µM. 0.42% of 220,000 active; in the data active = inhibition above about 15%;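 note: 0% = DMSO vehicle and 100% = wells lacking enzyme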
eIF4E-4G inh: eIF4E–eIF4G protein interaction inhibitors, primary screen, biochemical, uHTS, TR-FRET, eIF4GI fragment. Eukaryotic translation initiation factor 4E (Mus musculus) + Eukaryotic translation …. TR-FRET eIF4E-eIF4GI(517-606) binding, 2 h. inhibition, % at 21.7 µM. 0.37% of 220,000 active;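 active = inhibition above about 30%, limit read from the data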;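 note: 0% = full FRET control wells and 100% = background wells lacking eIF4GI fragment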
PGE2 EP2 inh: human EP2 receptor antagonists, primary screen, TR-FRET cAMP, C6 glioma cells; Prostaglandin E2 receptor EP2 subtype (Homo sapiens), P43116; C6 glioma cells expressing human EP2; cells stimulated with saturating PGE2; inhibition, % at 25 µM; 0.52% of 260,000 active; AID 1422, 2008;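 active = percent inhibition above 40 after rounding to a whole number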;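 note: rat C6 glioma host cells with rolipram phosphodiesterase inhibitor present; the protocol text gives 20 µM as final concentration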
S1P4 antagonist: S1P4 receptor antagonists, primary screen, cell-based. S1P4-expressing cells, antagonist mode, reporter read-out. inhibition, % at 4.98 µM. 0.26% of 220,000 active; in the data active = inhibition above about 29%;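 note: 0% = wells stimulated with agonist and 100% = vehicle wells without agonist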
EP2 modulator: EP2 receptor modulators, cAMP readout, primary screen, cell-based, HTRF cAMP, PGE2 stimulation. Prostaglandin E2 receptor EP2 subtype (Homo sapiens), P43116. EP2-expressing cells, cAMP HTRF FRET, PGE2 co-stimulation. induction, % at 25 µM. 0.83% of 260,000 active;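 active = compounds whose cAMP rise, as percent of the full-agonist control response, exceeds 60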;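 note: rat C6 glioma line stably carrying human EP2 under a CMV promoter; the protocol text gives 20 µM as final concentration; 100% = response of wells given 1 µM PGE2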
NPY-Y2 PAM-ag: NPY-Y2 potentiators or agonists, primary screen, cell-based; activation, % at 3.6 µM; cells expressing NPY-Y2, potentiator/agonist read-out; Neuropeptide Y receptor type 2 (Homo sapiens), P49146; 0.45% of 220,000 active; in the data active = activation above about 27%;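 note: cells stimulated with NPY near EC25 plus isoproterenol at EC100; 0% = vehicle plus submaximal agonist and 100% = vehicle plus saturating agonist; some results beyond the cut were filed as inactive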
Target sequence (P49146 whole entry, looked up): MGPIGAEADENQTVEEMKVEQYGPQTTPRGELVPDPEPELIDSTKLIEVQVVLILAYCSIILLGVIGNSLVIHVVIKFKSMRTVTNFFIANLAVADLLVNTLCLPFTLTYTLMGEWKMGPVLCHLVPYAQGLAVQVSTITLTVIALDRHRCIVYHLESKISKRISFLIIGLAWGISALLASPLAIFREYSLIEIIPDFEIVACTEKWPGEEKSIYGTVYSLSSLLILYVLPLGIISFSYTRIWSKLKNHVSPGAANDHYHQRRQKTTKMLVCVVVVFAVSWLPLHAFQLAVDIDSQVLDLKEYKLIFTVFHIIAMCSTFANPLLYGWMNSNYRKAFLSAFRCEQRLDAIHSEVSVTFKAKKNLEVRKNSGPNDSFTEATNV
Numbers without * were called inactive; · = no result given; & = joins results of further samples; ! = a repeat was not active; [ ] = remark or other dose. An excerpt; rates above refer to the full screens.

SMILES	S1P4 agonist	NPY1 pot ag	NPY Y1 blocker	p97 ATPase inh	eIF4E-4G inh	PGE2 EP2 inh	S1P4 antagonist	EP2 modulator	NPY-Y2 PAM-ag
COc1ccc2ccc(O)c(CN3CC=C(c4ccccc4)CC3)c2c1	0.9	-26	23*	2	0	6	-23	35	-19
Cc1[nH]n(-c2ccccc2)c(=O)c1C(c1ccc([N+](=O)[O-])cc1)c1c(C)[nH]n(-c2ccccc2)c1=O	0.1	-19	3	40*	5[fluorescence artefact?]	10	-2	1	7
CC(C)OP(=O)(Oc1ccc(C(O)C(Cl)(Cl)Cl)cc1)OC(C)C (configuration not stated)	-0.4	18	·	-4	-2	3	-2	-30	-14
CN(C)CCN=Cc1c(O)n(Cc2ccc3c(c2)OCO3)c(=S)[nH]c1=O	-0.5	-10	·	-3	-5	7	6	-1	6
Cc1[nH]c2ccccc2c1C1=CCNCC1	0.9	-7	-4	9	2	9	-3	-40	0
Cc1ccc(NP(=O)(Nc2ccc(C)cc2)Oc2ccccc2)cc1	-1.2	10	1	-3	-2	-2	-13	-71	-1
COP(=O)(OC)C(NC(C)=O)C(Cl)(Cl)Cl (configuration not stated)	-0.3	-11	1	2	4	9	3	24	-13
Cc1ccc(OCC(=O)NCCN2CCN(C(=O)COc3ccc(C)cc3)CC2)cc1	-1.2	6	3	-2	2[fluorescence artefact?]	17	-11	-42	6
COc1ccccc1CC1/C(=N/O)C2CCN1CC2 (configuration not stated)	0.6	-8	3	0	8	-4	-16	30	-6
O=C(Cc1ccc(Cl)c(Cl)c1)NCC1(N2CCOCC2)CCCCC1	0.2	0	-4	1	-1	6	4	-58	7
O=C(c1cc(S(=O)(=O)N2CCCCC2)ccc1F)N1CCC2(CC1)OCCO2	-5.2	-21	2	6	4	19	-3	25	-11
OC(CNCCc1c[nH]c2ccccc12)C(F)(F)F (configuration not stated)	0.4	11	0	3	-3	3	-14	1	-16
CCCCn1c(N)c(C(=O)NCCN2CCOCC2)c2nc3ccccc3nc21	0.6	-25	6	-6	6	17	-4	5	-4
CNC(=O)Oc1ccc(-c2cn3cc(C)ccc3n2)cc1	0.4	-19	8	-19	-9	2	-15	-16	-23
NC(N)=N/N=C/c1cn(-c2ccccc2)nc1-c1cccs1	1.9	-20	8	10	4	15	-1	-55	-7
CCOC(=O)c1ccc2[nH]c(-c3ccc(S(=O)(=O)F)cc3)cc(=O)c2c1	-0.3	8	·	9	3	51*!	1	-13&11	7
CC(Cl)(Cl)/C(=N/P(=S)(N1CCOCC1)N1CCOCC1)N1CCOCC1	0.7	10	·	5	-4	5	-22	18	2
Clc1ccccc1CN1CCN(c2cccc3[nH]ccc23)CC1	1.5	18	·	3	11	6	-5	25	23
CSc1nnc([C@@H](N)Cc2c[nH]c3ccccc23)o1	2.3	7	-3	-1	4	7	-20	41	0
CC(C)OP(=O)(OC(C)C)C(O)c1cccnc1 (configuration not stated)	-2.2	-3	-1	10	3	5	-12	7	5
Cc1ccc(N2C(=O)NC(=O)C3(Cc4ccccc4N4CCCC43)C2=O)cc1 (configuration not stated)	-0.7	-12	-1	-2	1	4	-7	39	-5
CCc1c(C)nc(N)nc1N1N=C1SCC(=O)OC	2.1	3	-2	1	2	8	-15	13	2
CCC(=O)N1CC(=O)Nc2ccc(Br)cc2C1c1ccccc1 (configuration not stated)	2.3	8	5	4	3	10	-9	43	2
CC(C)[C@@]1(NC(=O)[C@@H]2C[C@@H]3c4cccc5[nH]cc(c45)C[C@H]3N(C)C2)O[C@@]2(O)[C@@H]3CCCN3C(=O)[C@H](Cc3ccccc3)N2C1=O	0.3	12	5	11	-4	18&15	-17	-9&-6	1
NC1=C([N+](=O)[O-])C(c2ccc3c(c2)OCO3)c2c(c3ccccc3oc2=O)O1 (configuration not stated)	1.7	-3	·	0	3	5	16	-2	-16

Entries of single compounds, quoted from the list. Order of screens: S1P4 agonist | NPY1 pot ag | NPY Y1 blocker | p97 ATPase inh | eIF4E-4G inh | PGE2 EP2 inh | S1P4 antagonist | EP2 modulator | NPY-Y2 PAM-ag
Record of COc1ccccc1CC1/C(=N/O)C2CCN1CC2 (configuration not stated) = 0.6 | -8 | 3 | 0 | 8 | -4 | -16 | 30 | -6
Record of Clc1ccccc1CN1CCN(c2cccc3[nH]ccc23)CC1 = 1.5 | 18 | · | 3 | 11 | 6 | -5 | 25 | 23
Record of O=C(Cc1ccc(Cl)c(Cl)c1)NCC1(N2CCOCC2)CCCCC1 = 0.2 | 0 | -4 | 1 | -1 | 6 | 4 | -58 | 7
Record of COP(=O)(OC)C(NC(C)=O)C(Cl)(Cl)Cl (configuration not stated) = -0.3 | -11 | 1 | 2 | 4 | 9 | 3 | 24 | -13
Record of COc1ccc2ccc(O)c(CN3CC=C(c4ccccc4)CC3)c2c1 = 0.9 | -26 | 23* | 2 | 0 | 6 | -23 | 35 | -19

Going on with the list:
SMILES	S1P4 agonist	NPY1 pot ag	NPY Y1 blocker	p97 ATPase inh	eIF4E-4G inh	PGE2 EP2 inh	S1P4 antagonist	EP2 modulator	NPY-Y2 PAM-ag
NS(=O)(=O)c1ccc(N=Cc2c(O)n(-c3ccccc3)c(=O)[nH]c2=O)cc1	1.7	11	-6	8	1	8	-15	-15	15
CCOC(=O)C(=O)NC1CCSC1=O (configuration not stated)	1.0	-3	0	2	-15	12	4	6	2
Cn1c(=O)n(C)c2cc([N+](=O)[O-])c(N3CCNCC3)cc21	1.3	3	-2	1	1	9	-21	-3	-8
CCCC1=C(C(=O)OCC)C2(C(=O)Nc3ccc(C)cc32)C(C#N)=C(N)O1 (configuration not stated)	-0.4	-18	-4	-1	5[fluorescence artefact?]	5	2	16	-3
N#CC12CNCC1CN=N2 (configuration not stated)	1.0	23	·	5	3	14	6	-2	-6
N#CCCn1cc(C(=O)NCc2ccccc2)c(-c2ccc3c(c2)OCCO3)n1	-0.3	5	-1	4	-2	8	17	2	1
CCN(CC)S(=O)(=O)c1cccc(N=Nc2c(O)n(CC)c(=S)n(CC)c2=O)c1	2.0	10	·	-8	4	7	-18	-17	-15
Cc1cc(C=O)c(C)n1C(C)C	0.6	4	1	4	1	6	-1	0	1
Fc1ccc(C2N3CCCN23)cc1 (configuration not stated)	0.3	-11	·	-1	-4	4	4	13	1
Cc1cccc(-n2c(CN3C(=O)c4ccccc4C3=O)nc3ccccc3c2=O)n1	-2.4	6	-3	4	·	·	4	·	-1
Cc1ccc(N=C(N(C)C)P(=O)(N(C)C)N(C)C)cc1	1.3	21	-4	5	-2	6	20	-6	1
CSc1nnc(C2CCNCC2)n1C	-3.5	6	2	-1	6	19&11	-17	-1&-5	8
CCOC(=O)Cc1csc(NC(=O)c2c(O)c3ccccc3n(CCC(C)C)c2=O)n1	2.2	9	1	3	1	8	-3	21	9
CCN1CCN(c2cn[nH]c(=O)c2Cl)CC1	-0.7	3	-4	3	3	6&1	-1	16&16	-4
CCC(C)N1C(=O)/C(=C/c2ccc3c(c2)CCN3CCCCl)C(=O)NC1=S (configuration not stated)	2.9	6	1	1	6	8	-19	1	-4
CC(Cc1ccccc1)NCc1ccccc1O (configuration not stated)	-0.4	1	0	2	3	4	5	5	-2
Cc1c2cnn(CC(=O)N3CCC4(CC3)OCCO4)c(=O)c2c(C)n1Cc1ccccc1	-1.3	-13	-1	5	1	14	-6	1	1
COc1cc2c(cc1OC)C(C(=O)N1CCC3(CC1)OCCO3)C(c1ccccc1F)N(C)C2=O (configuration not stated)	-1.5	-3	2	-7	2	6	-5	10	6
CC(=O)NCC(=O)Nc1ccc(Br)cc1C(=O)c1ccccc1	0.1	20	·	4	-4	17	-3	-8	-9
Cc1oc(-c2ccccc2Cl)nc1CN1C(=O)CN=C(c2ccccc2)c2ccccc21	-0.7	-6	4	-5	2	11	7	54	-9
CCS(=O)(=O)NCc1nnc2n1-c1ccc(Cl)cc1C(c1ccccc1)=NC2	-0.2	-23	-2	-5	-5	7	-16	-2	-4
Cn1c(O)c(/C=C/C=Nc2ccccc2)c(=O)n(C)c1=O	1.4	2	-1	1	-2	2	-16	-12	-9
Cc1ccc(-c2nc3ccccc3c(=O)n2-c2ccccn2)cc1	0.4	-26	0	0	-1	1	-9	-2	-16
CCOC(=O)C1(CCc2ccccc2)CCN(Cc2ccc3c(c2)OCCO3)CC1	-1.8	-16	8	-2	-3	10	-2	-3	-26
O=C(c1ccccc1)N1CCC2(CC1)OCCO2	1.0	12	·	9	6	7	-1	6	18

Remaining list, next part.
SMILES	S1P4 agonist	NPY1 pot ag	NPY Y1 blocker	p97 ATPase inh	eIF4E-4G inh	PGE2 EP2 inh	S1P4 antagonist	EP2 modulator	NPY-Y2 PAM-ag
NC(=O)CS(=O)C(c1ccccc1)c1ccccc1 (configuration not stated)	1.3	10	1	2	0	11	19	16	8
CC(Cc1ccccc1)NC(=O)/C=C/C(=O)O (configuration not stated)	-0.6	17	-1	2	-3	8	-29	27	-4
COc1cc(C(=S)N2CCOCC2)cc(OC)c1OC(=O)Cc1ccccc1	1.5	-8	-10	-2	0	5	-16	-29	0
Cc1cc(NC(=O)COC(=O)c2c(C)nn(Cc3ccccc3Cl)c2C)no1	-2.7	-17	5	1	3[fluorescence artefact?]	7	-10	31	-6
Cc1cccc(-n2c(O)c(/C=C3/C(c4ccccc4)=Nc4ccccc43)c(=O)[nH]c2=O)c1	0.0	25	·	10	-15	21	-11	-20	-6
CN1C(=O)C(C2c3ccccc3C(=O)N2Cc2ccc([N+](=O)[O-])cc2)C(=O)N(C)C1=O (configuration not stated)	0.9	14	-2	2	1	6	0	12	4
CSc1ccc(C(=O)C2CCCN(CCCn3cccn3)C2)cc1 (configuration not stated)	2.2	6	3	1	-2	8	-18	-19	0
CN1CCN(C(=O)COc2ccc(Oc3ccccc3)cc2)CC1	1.9	6	-2	4	4	3	-26	-11	7
Cc1c(C(=O)Nc2ccccc2)cc(-c2ccccc2)n1CCCN1CCOCC1	0.2	-14	·	-2	5	15	34*	-11	-4
Cc1sc2ncn(CC(=O)NCCCC(=O)N3CCC4(CC3)OCCO4)c(=O)c2c1C	-1.2	3	-4	-2	2	6	-8	14	-7
CC(NCc1ccc(Cl)c(Cl)c1)C(O)c1ccccc1 (configuration not stated)	1.8	-33	12	-3	-11[fluorescence artefact?]	5	-12	-10	-19
O=C(COC(=O)c1ccccc1)Nc1ccc(Cl)cc1C(=O)c1ccccc1	-2.0	-1	3	-2	1	9	5	53	-1
CSc1ncc(/C=C2/C(=O)NC(=O)N(c3ccc(Cl)cc3)C2=O)cn1	0.8	1	1	2	1	16	4	7	9
CC(=O)Nc1ccc(C(=O)OCC(=O)Nc2ccc(Cl)cc2C(=O)c2ccccc2)cc1	1.1	-14	2	3	1	14	-10	-7	-7
CC(C)n1c(=O)c(C=Nc2ccc(S(N)(=O)=O)cc2)c(O)n(Cc2ccco2)c1=O	2.2	-10	7	5	-4[fluorescence artefact?]	12	1	43	-4
Cc1ccsc1C(=O)C1CCCN(Cc2ccccc2O)C1 (configuration not stated)	1.6	-6	10	2	-3	8	1	15	-8
C=CCn1c(O)c(C(CC)=NCC2CCCO2)c(=O)[nH]c1=O (configuration not stated)	-0.4	-7	·	5	1	9	-5	8	7
COc1ccc(N=C2SCCCN2C)cc1	-1.4	-5	-1	4	-12	7	-20	22	9
